TcdB inh = blocks C. difficile toxin B glycohydrolase activity | P18177 | TcdB glycohydrolase enzymatic assay, plate reader | inhibition, % at 9.99 µM | actives 0.24% (n = 350,000); in the data active = inhibition above about 10%
An asterisk follows results filed as active. Not all compounds are listed. The share of hits here may be higher or lower than overall.

mol	TcdB inh
COc1ccc(NC(=O)N2C[C@@H]3[C@H](c4ccccc42)[C@@H](CO)N3C(=O)C2CCCC2)cc1	-2.1
C[C@H](CO)N1C[C@H](C)[C@@H](CN(C)CC2CCOCC2)Oc2cc(-c3cccnc3)ccc2S1(=O)=O	-6.3
CO[C@@H]1CN(C)C(=O)c2ccc(NC(=O)c3ccccc3)cc2OC[C@H](C)N(CC2CC2)C[C@@H]1C	-0.7
CC(=O)N1[C@@H]2c3ccc(C4=CCCCC4)c(=O)n3C[C@H]1[C@H](CO)[C@H]2C(=O)NCc1cc(F)cc(F)c1	-1.0
C/C=C/c1cnc2c(c1)C(=O)N([C@@H](C)CO)C[C@H](C)[C@@H](CN(C)C(=O)NCCC)O2	-1.2
COc1ccc(C[C@@H]2CCc3cnnn3COC[C@H](CC(C)C)NC2=O)cc1	-0.5
C[C@@H]1CN([C@H](C)CO)C(=O)c2cc(-c3ccccc3F)cnc2O[C@@H]1CN(C)C(=O)C1CCC1	0.8
CCCCNC(=O)C(OC(=O)c1ccccc1)c1ccco1 (stereo not drawn)	-1.3
COc1cccc(C#Cc2ccc([C@H]3[C@H](CO)N4C(=O)CN(C(=O)c5ccccc5)C[C@@H]34)cc2)c1	-0.8
OC[C@@H]1[C@H](c2ccc(C#Cc3ccccc3)cc2)[C@H]2CN(CC3CCOCC3)CCCCN12	1.0

Next records:
mol	TcdB inh
COc1cccc(S(=O)(=O)N2CC[C@@H]3[C@@H](CO)Nc4ccc(C#Cc5cccnc5)cc4[C@@H]32)c1	-14
CCNC(=O)C[C@@H]1CC[C@H]2[C@@H](COc3ccc(NC(=O)C4CCCCC4)cc3C(=O)N2C)O1	0.0
O=C(NCC[C@@H]1CC[C@H](NC(=O)C2CCC2)[C@@H](CO)O1)Nc1ccc(Cl)cc1	-1.6
C[C@@H]1CN([C@H](C)CO)C(=O)c2cc(NC(=O)Nc3ccc(F)cc3)ccc2O[C@@H](C)CCCCO[C@@H]1CN(C)C(=O)c1ccccc1	0.7
CCCNC(=O)C[C@H]1C[C@@H]2c3cc(NS(=O)(=O)c4ccc(F)cc4)ccc3O[C@@H]2[C@@H](CO)O1	-0.4
COCC(=O)N1CC(=O)N2[C@@H](CO)[C@H](c3ccc(Br)cc3)[C@@H]2C1	0.0
C[C@H]1CN([C@@H](C)CO)C(=O)c2cc(NC(=O)Cc3ccccc3)ccc2O[C@@H]1CN(C)Cc1ccc(Oc2ccccc2)cc1	-0.8
O=S(=O)(c1ccccc1)N1CCCCN2[C@@H](CO)[C@@H](c3ccc(-c4ccccc4F)cc3)[C@@H]2C1	-1.9
O=C(c1cnccn1)N1CC[C@@H]2[C@H](CO)Nc3ccc(-c4cccc(F)c4)cc3[C@@H]21	0.1
C/C=C/c1ccc([C@H]2[C@@H](CO)N(C(=O)C3CCCC3)[C@H]2CNCC)cc1	-1.6

Next results follow:
mol	TcdB inh
CCC(=O)Nc1ccc2c(c1)OC[C@H](C)N(C(C)=O)C[C@H](C)[C@H](OC)CN(C)C2=O	-1.3
CO[C@@H]1CN(C)C(=O)c2ccc(NC(=O)Nc3ccccc3F)cc2OC[C@H](C)N(C(C)=O)C[C@H]1C	-0.9
O=C(C[C@H]1C=C[C@H](NC(=O)CCN2CCCCC2)[C@@H](CO)O1)NCc1ccc(Cl)c(Cl)c1	0.3
CO[C@@H]1CN(C)C(=O)c2cc(NC(=O)C3CC3)ccc2OC[C@H](C)N(Cc2ccncc2)C[C@@H]1C	1.3
C[C@@H]1CCCCO[C@H](CN(C)S(=O)(=O)c2cccs2)[C@H](C)CN([C@@H](C)CO)C(=O)c2cc(NS(=O)(=O)c3cccs3)ccc2O1	1.2
CCS(=O)(=O)Nc1ccc2c(c1)C(=O)N(C)C[C@H](OC)[C@H](C)CN(C)[C@H](C)CO2	-1.4
COc1ccc(CN(C)C[C@H]2Oc3ccc(NS(=O)(=O)c4ccc(C)cc4)cc3CC(=O)N([C@H](C)CO)C[C@H]2C)cc1	-16
C[C@@H]1CN([C@H](C)CO)S(=O)(=O)c2ccc(C#Cc3ccncc3)cc2O[C@@H]1CN(C)C	0.9
COc1ccc(S(=O)(=O)Nc2ccc3c(c2)C(=O)N([C@@H](C)CO)C[C@H](C)[C@H](CN(C)C(=O)NC(C)C)OCCCC[C@H](C)O3)cc1	-3.5
CN1C(=O)c2cc(NC(=O)Nc3cccc(Cl)c3)ccc2OC[C@H]2O[C@H](CC(=O)NCCc3ccncc3)CC[C@H]21	0.0

Continuation.
mol	TcdB inh
C[C@@H]1CN([C@H](C)CO)S(=O)(=O)c2ccc(-c3cccnc3)cc2O[C@H]1CN(C)Cc1ccncc1	-0.2
Cc1ccc(S(=O)(=O)N[C@@H]2CC[C@H](CCn3cc(C4CC4)nn3)O[C@@H]2CO)cc1	0.7
C[C@H]1CN([C@@H](C)CO)C(=O)Cc2cc(NC(=O)CCCCCC(=O)Nc3ccccc3N)ccc2O[C@H]1CN(C)C(=O)Nc1ccccc1	-7.0
C[C@H](CO)N1C[C@H](C)[C@H](CN(C)Cc2ccccc2)Oc2ccc(NC(=O)Nc3cccc4ccccc34)cc2C1=O	0.2
CCCNC(=O)N1C[C@H](O)COC[C@@H]2O[C@H](CC(=O)N3CCCCC3)CC[C@H]21	0.1
COc1ccccc1C(=O)Nc1ccc2c(c1)C(=O)N(C)[C@@H]1CC[C@H](CC(=O)NCCc3ccncc3)O[C@H]1CO2	2.8
CN(C)C(=O)C[C@H]1CC[C@H]2[C@@H](COC[C@@H](O)CN2C(=O)c2ccncc2)O1	-0.2
CCC(=O)N1[C@@H]2c3ccc(/C=C/c4ccccc4)c(=O)n3C[C@@H]2[C@@H](CO)[C@@H]1C(=O)OC	1.8
CN1C(=O)c2cc(NC(=O)Nc3ccc(Cl)cc3)ccc2OC[C@@H]2O[C@@H](CC(=O)NCCN3CCCCC3)CC[C@@H]21	-0.1
COc1ccc(S(=O)(=O)N[C@@H]2CC[C@@H](CC(=O)N3CCN(c4ccccc4)CC3)O[C@H]2CO)cc1	-1.0

Further results follow:
mol	TcdB inh
CCN1CC(=O)N2[C@@H](CO)[C@@H](c3ccc(Br)cc3)[C@@H]2C1	0.1
CO[C@H]1CN(C)C(=O)c2ccc(NS(C)(=O)=O)cc2OC[C@@H](C)N(C(=O)NC(C)C)C[C@@H]1C	1.3
CS(=O)(=O)N1CC2(C1)[C@H](c1ccccc1)[C@H](CO)N2C(=O)C1CCC1	-0.4
CO[C@H]1CN(C)C(=O)c2ccc(NC(=O)c3ccccc3)cc2OC[C@@H](C)N(C(=O)CN(C)C)C[C@@H]1C	-0.2
CN(C)CC#Cc1ccc([C@@H]2[C@@H](CO)N3CCCCN(C(=O)C4CCC4)C[C@@H]23)cc1	-1.4
COCC(=O)Nc1ccc2c(c1)OC[C@H](C)N(C(=O)c1cccnc1)C[C@@H](C)[C@H](OC)CN(C)C2=O	-0.5
COc1ccc2c3c(n(C)c2c1)[C@H](CO)N(S(C)(=O)=O)CC31CCN(CC2CC2)CC1	-1.9
CNC[C@@H]1Oc2ccc(NC(=O)Nc3ccc(F)cc3)cc2C(=O)N([C@H](C)CO)C[C@@H]1C	-1.1
O=C(C[C@H]1CC[C@H](NS(=O)(=O)c2ccc(F)cc2)[C@@H](CO)O1)NC1CCC1	0.0
COCC(=O)Nc1ccc2c(c1)C(=O)N(C)C[C@H](OC)[C@H](C)CN(C(=O)COC)[C@H](C)CO2	-1.5

More compounds.
Structure | TcdB inh
O=C(Nc1ccc2c(c1)[C@H]1C[C@@H](CC(=O)N3CCc4ccccc4C3)O[C@H](CO)[C@H]1O2)NC1CCCC1 | 0.4
COc1ccccc1-c1cn(CC[C@@H]2CC[C@H](NC(=O)NC(C)C)[C@@H](CO)O2)nn1 | -0.3
C[C@@H]1CN([C@@H](C)CO)C(=O)Cc2cc(NC(=O)CCC(F)(F)F)ccc2O[C@@H]1CN(C)Cc1ccc(C(F)(F)F)cc1 | -0.3
CNC[C@@H]1Oc2cc(C#CCOC)ccc2S(=O)(=O)N([C@@H](C)CO)C[C@@H]1C | -0.1
COc1ccc2c3c(n(C)c2c1)[C@@H](CO)N(C(=O)C1CCC1)CC31CCN(Cc2cccc(F)c2)CC1 | 1.1
Cc1noc(C)c1NC(=O)Nc1ccc2c(c1)C(=O)N([C@@H](C)CO)C[C@@H](C)[C@H](CN(C)CC1CCCCC1)OCCCC[C@@H](C)O2 | 0.1
COc1ccc(CN(C)C[C@@H]2Oc3ccc(NC(=O)Nc4ccc(OC)cc4)cc3CC(=O)N([C@H](C)CO)C[C@H]2C)cc1 | 0.3
CCS(=O)(=O)NCC[C@H]1CC[C@H](NC(=O)C2CC2)[C@H](CO)O1 | -6.9
CCCC#Cc1ccc([C@@H]2[C@H](CO)N3C(=O)CN(C(=O)NCCC)C[C@@H]23)cc1 | 0.5
O=C(N[C@@H]1CC[C@H](CCNS(=O)(=O)c2ccc(F)cc2)O[C@H]1CO)C1CCOCC1 | 0.5

Later entries
Structure | TcdB inh
COc1ccc(NC(=O)N(C)C[C@H]2OCCCC[C@H](C)Oc3ccc(NC(=O)Nc4ccccc4)cc3C(=O)N([C@H](C)CO)C[C@@H]2C)cc1 | 1.3
O=C(C[C@H]1CC[C@@H]2[C@H](COC[C@H](O)CN2S(=O)(=O)c2ccccc2)O1)Nc1ccc(-c2ccccc2)cc1 | -0.3
COC(=O)C[C@H]1C[C@H]2c3cc(NC(=O)CC4CC4)ccc3O[C@H]2[C@@H](CO)O1 | 0.8
CCC(=O)N1[C@H](CO)[C@H](c2ccc(-c3ccccc3)cc2)[C@H]1CNC(=O)COC | -3.7
COCC(=O)Nc1ccc2c(c1)C(=O)N(C)C[C@@H](OC)[C@@H](C)CN(Cc1cccnc1)[C@H](C)CO2 | -0.4
C[C@@H]1CN([C@H](C)CO)S(=O)(=O)c2ccc(-c3ccncc3)cc2O[C@H]1CN(C)C(=O)c1ccc2c(c1)OCO2 | 1.0
Cc1noc(C)c1NC(=O)N(C)C[C@@H]1OCCCC[C@H](C)Oc2ccc(NS(=O)(=O)c3cccs3)cc2C(=O)N([C@@H](C)CO)C[C@@H]1C | -0.4
COc1ccc(NC(=O)Nc2ccc3c(c2)C(=O)N([C@@H](C)CO)C[C@@H](C)[C@H](CN(C)C(=O)NC2CCCCC2)O3)cc1 | -1.0
O=C(NC[C@@H]1CC[C@@H]2[C@@H](CN2S(=O)(=O)c2ccccc2[N+](=O)[O-])O1)Nc1ccccc1 | 0.7
CCCC#Cc1cnc2c(c1)C(=O)N([C@@H](C)CO)C[C@H](C)[C@@H](CN(C)C(=O)Cc1ccncc1)O2 | -0.8

In a second layout: 4 of the compounds above
> COC(=O)C[C@H]1C[C@H]2c3cc(NC(=O)CC4CC4)ccc3O[C@H]2[C@@H](CO)O1
  TcdB inh: 0.8

> CCC(=O)N1[C@H](CO)[C@H](c2ccc(-c3ccccc3)cc2)[C@H]1CNC(=O)COC
  TcdB inh: -3.7

> COCC(=O)Nc1ccc2c(c1)C(=O)N(C)C[C@@H](OC)[C@@H](C)CN(Cc1cccnc1)[C@H](C)CO2
  TcdB inh: -0.4

> C[C@@H]1CN([C@H](C)CO)S(=O)(=O)c2ccc(-c3ccncc3)cc2O[C@H]1CN(C)C(=O)c1ccc2c(c1)OCO2
  TcdB inh: 1.0

Continuation:
Structure | TcdB inh
C[C@@H]1CN([C@@H](C)CO)C(=O)c2cc(NS(=O)(=O)c3ccccc3)ccc2O[C@H]1CN(C)Cc1ccc(C(=O)O)cc1 | 0.7
CC(C)NC(=O)N(C)C[C@H]1Oc2ccc(NC(=O)Cc3cn(C)c4ccccc34)cc2CC(=O)N([C@H](C)CO)C[C@H]1C | -1.1
C[C@H]1CN([C@@H](C)CO)C(=O)c2cc(C#Cc3cccnc3)cnc2O[C@@H]1CN(C)C | -0.7
O=C(NCC[C@H]1CC[C@@H](NS(=O)(=O)c2ccc(F)cc2)[C@@H](CO)O1)c1ccccc1F | -0.1
C[C@@H]1CN([C@H](C)CO)C(=O)CCCn2nncc2CO[C@H]1CN(C)C(=O)Nc1ccc(C(C)(C)C)cc1 | 0.0
Cn1cnc(S(=O)(=O)N2CC[C@@H]3[C@H]2c2cc(-c4cccc(F)c4)ccc2N[C@@H]3CO)c1 | -0.5
C[C@H](CO)N1C[C@H](C)[C@H](CN(C)C(=O)NC2CCCCC2)Oc2ccc(NC(=O)Nc3ccc4c(c3)OCO4)cc2C1=O | 0.3
O=S(=O)(c1ccccc1)N1CCCCN2[C@H](C1)[C@@H](c1ccc(C#CC3CCCC3)cc1)[C@@H]2CO | -0.4
C[C@@H]1CN([C@@H](C)CO)C(=O)c2cc(NC(=O)CCC(F)(F)F)ccc2O[C@H]1CN(C)Cc1ccc(-c2ccccc2)cc1 | -1.1
CS(=O)(=O)N1CC(=O)N2[C@@H](CO)[C@H](c3ccc(C#CCC4CCCC4)cc3)[C@@H]2C1 | 0.8

The results go on.
Structure | TcdB inh
O=C(C[C@H]1CC[C@H](NC(=O)C2CC2)[C@@H](CO)O1)Nc1ccccc1 | -0.3
COc1ccc(C#Cc2ccc3c(c2)O[C@@H](CN(C)C(=O)c2ccccn2)[C@H](C)CN([C@H](C)CO)S3(=O)=O)cc1 | 0.2
COc1ccccc1-c1ccc([C@@H]2[C@H]3CN(C(=O)NC4CCCC4)CCCCN3[C@H]2CO)cc1 | -0.2
C[C@@H]1CN([C@@H](C)CO)S(=O)(=O)c2ccc(/C=C/c3ccccc3)cc2O[C@@H]1CN(C)C(=O)Nc1cc(F)ccc1F | -0.8
COc1ccc(S(=O)(=O)Nc2ccc3c(c2)C(=O)N([C@H](C)CO)C[C@H](C)[C@@H](CN(C)Cc2ccccc2)O3)cc1 | -0.1

Some of the entries so far, field by field:
> C[C@@H]1CN([C@@H](C)CO)S(=O)(=O)c2ccc(/C=C/c3ccccc3)cc2O[C@@H]1CN(C)C(=O)Nc1cc(F)ccc1F
  TcdB inh: -0.8

> O=C(C[C@H]1CC[C@H](NC(=O)C2CC2)[C@@H](CO)O1)Nc1ccccc1
  TcdB inh: -0.3

Screening data (PubChem BioAssay)
